GC-A act – GC-A (human) enzyme activation; activation, % at 10 µM; P16066; HEK293 GC-A cells, cGMP TR-FRET, EC30 ANP; 0% at EC30 ANP, 100% saturating ANP; 370,000 compounds, 0.14% hits; in the data active means activation above about 40%
sPLA2-III inh – Inhibits HGIII-sPLA2 liposome hydrolysis, primary screen; Q9NZ20; AID 743126; 370,000 compounds, 0.56% hits; QFRET BODIPY PC-A2 liposome hydrolysis, fluorescence; inhibition, % at 12.2 µM;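 active means inhibition above mean plus 3 SD of compounds lying within the high and low control bounds, cut at about 19% in these data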;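 further: 0% = median of test compound wells and 100% = no enzyme DMSO wells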
Target sequence (Q9NZ20 whole entry, looked up): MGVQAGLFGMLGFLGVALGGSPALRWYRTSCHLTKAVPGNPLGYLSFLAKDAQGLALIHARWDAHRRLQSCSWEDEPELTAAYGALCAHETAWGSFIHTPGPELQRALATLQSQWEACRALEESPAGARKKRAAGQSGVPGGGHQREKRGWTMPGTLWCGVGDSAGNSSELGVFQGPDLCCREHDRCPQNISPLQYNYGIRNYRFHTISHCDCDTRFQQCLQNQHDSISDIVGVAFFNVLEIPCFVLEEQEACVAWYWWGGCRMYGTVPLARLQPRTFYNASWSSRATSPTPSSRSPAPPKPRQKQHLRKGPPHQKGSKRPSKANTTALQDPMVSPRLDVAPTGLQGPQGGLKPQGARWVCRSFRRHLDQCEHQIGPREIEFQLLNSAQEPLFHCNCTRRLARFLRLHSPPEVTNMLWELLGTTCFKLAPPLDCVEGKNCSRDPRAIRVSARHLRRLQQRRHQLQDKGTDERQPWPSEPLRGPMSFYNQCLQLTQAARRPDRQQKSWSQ
KLK7 zymogen act – activators of human kallikrein-7 zymogen | P49862 | purified proKLK7, EDANS-DABCYL substrate fluorescence; 100% is mature enzyme control, 0% vehicle | activation, % at 7 µM | 370,000 compounds, 0.9% hits;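 active means activation above the mean of all tested compounds plus 3 SD, computed per campaign excluding outliers beyond control limits, cut at about 13% in these data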
Target sequence (P49862 whole entry, looked up): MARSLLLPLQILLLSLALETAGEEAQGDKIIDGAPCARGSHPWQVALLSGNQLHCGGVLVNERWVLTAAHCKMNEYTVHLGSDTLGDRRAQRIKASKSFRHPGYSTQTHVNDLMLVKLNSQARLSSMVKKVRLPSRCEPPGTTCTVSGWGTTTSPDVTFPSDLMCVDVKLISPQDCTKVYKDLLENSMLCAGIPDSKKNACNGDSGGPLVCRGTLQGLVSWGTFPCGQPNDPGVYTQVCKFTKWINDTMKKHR
ssDAF-12 act – activates DAF-12 receptor from parasite S. stercoralis | HEK293 ssDAF-12/GRIP1 lit1-tk-luc reporter, luminescence; % of 3 µM dafachronic acid response | AID 652126 | 370,000 compounds, 1% hits | activation, % at 6.8 µM;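 active means activation above the mean over all tested compounds plus 3 SD, cut at about 0.9% in these data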;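 further: 0% = DMSO-only wells and 100% = 3 µM delta7-dafachronic acid wells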
SMARCA2 activ – increases SMARCA2 function in MMTV reporter cells. activation, % at 9.1 µM. 370,000 compounds, 1% hits. MG213 cells, MMTV-luciferase reporter, dexamethasone, overnight; in the data active means activation above about 7.8%;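 further: 0% = vehicle wells and 100% = reference activator wells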
NPR2 activator – GC-B (human) receptor activation; 370,000 compounds, 0.11% hits; activation, % at 10 µM; P20594; HEK293-GC-B cells, CNP EC30, cGMP TR-FRET; 0% at EC30 CNP, 100% saturating CNP;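 active means activation at 10 µM reaching about 35% in either raw or pattern-adjusted values, limit read from the data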
hcDAF-12 act – H. contortus DAF-12 activation, primary screen; HEK293 hcDAF-12 lit1-tk-luc reporter, luminescence; 0% DMSO, 100% Δ7-dafachronic acid; 370,000 compounds, 1.4% hits; activation, % at 6.8 µM;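 active means activation above the mean of all tested compounds plus 3 SD, cut at about 5.5% in these data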;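 further: 100% = response to 3 µM Δ7-dafachronic acid high control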
GAA850 FXN act – activators of GAA850 frataxin (FXN) promoter | HEK293 lucGAA850 FXN promoter luciferase reporter, 24 h; percent of 10 µM SAHA response | activation, % at 6 µM | 360,000 compounds, 0.56% hits;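 active means activation above the average of all compounds screened plus 3 SD, cutoff fixed separately per campaign, cut at about 7.5% in these data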;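 further: 0% = DMSO wells and 100% = 10 µM SAHA wells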
DAX1 inh-1 – inhibits human nuclear receptor DAX1. AID 504766. HEK293 Gal4-DAX1 luciferase reporter, luminescence. inhibition, % at 6.75 µM. P51843. 340,000 compounds, 0.99% hits;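 active means inhibition above the mean over all tested compounds plus 3 SD, cut at about 4.2% in these data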;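 further: 0% = DAX1-transfected cells with DMSO and 100% = empty-vector control cells with DMSO; inhibition shows as a rise in luminescence from relieved DAX1 repression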
Target sequence (P51843 207-470 limits assumed): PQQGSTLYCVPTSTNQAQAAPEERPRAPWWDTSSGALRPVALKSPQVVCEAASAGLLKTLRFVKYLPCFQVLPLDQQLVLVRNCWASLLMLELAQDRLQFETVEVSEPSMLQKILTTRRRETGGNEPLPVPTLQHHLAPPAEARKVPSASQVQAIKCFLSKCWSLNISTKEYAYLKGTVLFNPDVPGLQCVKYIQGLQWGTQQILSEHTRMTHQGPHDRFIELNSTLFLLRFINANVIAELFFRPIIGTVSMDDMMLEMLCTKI
hgDAF-12 ag – activates the H. glycines DAF-12 receptor ligand-binding domain; HEK293 GAL4-hgDAF12 UAS-luciferase reporter, agonist luminescence; normalized to butyrate control; 370,000 compounds, 1.8% hits; activation, % at 6.8 µM;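 active means activation above a cutoff set at the mean of all screened compounds plus 3 SD, cut at about 10% in these data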;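 further: 0% = DMSO wells and 100% = sodium butyrate wells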
DAX1 inh-2 – DAX1 (NR0B1) inhibition, primary screen; HEK293T StAR-luciferase reporter, SF-1/DAX-1 repression relief; inhibition, % at 6.8 µM; 370,000 compounds, 1.1% hits; AID 652010;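 active means inhibition above the mean over all tested compounds plus 3 SD, cut at about 3.6% in these data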;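 further: 0% = DAX-1 cells with DMSO and 100% = cells lacking DAX-1 with DMSO; higher inhibition means more luminescence from relief of DAX-1 repression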
Starred values were filed as active, the others as inactive; . = no result given.

SMILES	GC-A act	sPLA2-III inh	KLK7 zymogen act	ssDAF-12 act	SMARCA2 activ	NPR2 activator	hcDAF-12 act	GAA850 FXN act	DAX1 inh-1	hgDAF-12 ag	DAX1 inh-2
Cc1ccn2c(NC3CCCC3)c(-c3ccsc3)nc2c1	5	8	-6.0	-1.2	-3	4	-0.8	2.1	1.2	1.4	0.4
CCCc1cc(Nc2ccccc2)n2ncnc2n1	0	1	0.2	-2.2	-4	2	-1.8	2.0	-0.4	-1.2	-0.4
Cc1cc(NC(=O)CN2C(=O)c3ccccc3S2(=O)=O)no1	1	-4	0.3	-0.7	-1	-2	-0.2	-0.2	1.0	4.1	0.0
COCC(=O)N(Cc1ccccc1)c1ccccn1	0	-7	0.6	-0.5	0	4	1.4	-0.8	0.1	1.2	0.2
COc1ccc(C(=O)NCCS(=O)(=O)N2CCc3ccccc3C2)c(OC)c1	-1	1	-0.1	-0.6	-1	-1	-1.0	-0.2	-1.4	-3.2	-0.9
O=C(COC(=O)CN1C(=O)c2ccccc2C1=O)NC1CCCCC1	-4	2	0.1	-0.7	-3	1	-0.6	-0.6	2.9	3.0	-0.2
Cc1cnc(C(=O)OCC(=O)Nc2ccc(Oc3ccccc3)cc2)cn1	4	-2	-0.2	-1.5	1	-12	-0.3	1.0	0.0	1.4	0.2
O=C(NCCCN1CCOCC1)c1cc2c(s1)-c1ccccc1OC2	4	3	47*	-1.5	-4	-2	-2.1	0.3	0.4	1.5	-0.3
CN(C)S(=O)(=O)N1CCN(c2ccc(Cl)cc2)CC1	5	7	-0.2	-1.0	-3	7	-2.1	0.8	-0.5	0.7	-0.8
CCOC(=O)c1sc(NC(=O)CCC(=O)O)nc1C	1	1	-0.7	-1.8	0	1	-0.7	0.2	0.2	0.3	0.1
O=c1ncn(-c2ccccc2F)c2ncccc12	1	0	-0.6	-1.4	-1	3	2.6	0.1	1.6	0.9	-0.4
CCCn1nc(C(=O)OCc2nc(N)nc(Nc3ccccc3C)n2)c2ccccc2c1=O	0	3	0.5	-0.2	0	4	-0.4	1.5	-0.5	9.1	-1.2
CCn1c(COc2ccccc2OC)nnc1SCC#N	0	3	-0.5	-1.5	-3	-6	-1.8	2.8	0.7	-1.0	0.0
COc1ccc(-n2c(SCC(=O)Nc3ccc4c(c3)OCO4)nc3sc4c(c3c2=O)CCCC4)cc1	-2	3	2.8	-1.4	-5	-3	-1.3	.	.	-0.2	-0.2
COc1cc(C(=O)OCC(=O)Nc2ccc3c(c2)OC(F)(F)O3)ccc1OCc1c(C)noc1C	1	2	0.3	-1.4	0	-1	-1.6	-0.2	-0.6	-0.8	-0.5
O=C(CSc1nncc2ccccc12)Nc1ccc(C(=O)O)cc1	1	2	-0.1	-0.5	0	1	2.6	-0.7	0.0	4.1	0.0
CN(C(=O)c1ccc(NC(=O)C2CCCN(C(=O)OC(C)(C)C)C2)cc1)C1CCC1 (stereo unspecified)	-3	-3	0.4	-1.8	-1	-9	-2.5	0.1	-0.6	0.5	-0.1
CC(=O)Nc1ccc(CN2C(=O)C(C)ON=C2c2ccccc2-c2ccco2)cc1 (stereo unspecified)	-1	-10	-0.5	-1.2	0	-4	0.3	1.9	.	1.2	1.5
CC(C)Cn1c(=O)c2c(nc3n2CC(C)CN3Cc2ccccc2)n(C)c1=O (stereo unspecified)	2	13	-0.1	-1.5	-2	3	-3.0	-0.4	-0.3	-2.4	-0.1
O=C(O)C1Sc2[nH]c(=O)sc2C2c3cc(Br)ccc3OC(=O)C12 (stereo unspecified)	0	-5	-0.6	-0.4	1	-2	-0.7	0.6	0.9	-1.7	0.0

Structures shown so far that contain a thiophene ring, fused or not (3):
SMILES	GC-A act	sPLA2-III inh	KLK7 zymogen act	ssDAF-12 act	SMARCA2 activ	NPR2 activator	hcDAF-12 act	GAA850 FXN act	DAX1 inh-1	hgDAF-12 ag	DAX1 inh-2
Cc1ccn2c(NC3CCCC3)c(-c3ccsc3)nc2c1	5	8	-6.0	-1.2	-3	4	-0.8	2.1	1.2	1.4	0.4
O=C(NCCCN1CCOCC1)c1cc2c(s1)-c1ccccc1OC2	4	3	47*	-1.5	-4	-2	-2.1	0.3	0.4	1.5	-0.3
COc1ccc(-n2c(SCC(=O)Nc3ccc4c(c3)OCO4)nc3sc4c(c3c2=O)CCCC4)cc1	-2	3	2.8	-1.4	-5	-3	-1.3	.	.	-0.2	-0.2

(further entries)
SMILES	GC-A act	sPLA2-III inh	KLK7 zymogen act	ssDAF-12 act	SMARCA2 activ	NPR2 activator	hcDAF-12 act	GAA850 FXN act	DAX1 inh-1	hgDAF-12 ag	DAX1 inh-2
NS(=O)(=O)c1ccc(N2N=C(c3ccccc3)CC2c2ccc(Br)cc2)cc1 (stereo unspecified)	1	-16	-163	-0.6	-1	-2	-1.5	-1.6	.	-1.4	-1.8
COc1ccccc1N1C(=S)N=C(Nc2c(C)cccc2C)C12CCCC2	-4	12	0.0	-1.6	-2	5	-0.1	-0.3	2.2	1.1	-0.4
COc1ccc(C(=O)Nc2ccc(C(=O)OCC(=O)c3cccc4ccccc34)cc2)cc1	2	2	-0.2	-1.5	-1	4	-0.5	0.2	-0.7	-0.2	0.5
O=[N+]([O-])c1ccc(CS(=O)Cc2ccccc2)cc1 (stereo unspecified)	2	-1	0.9	-0.8	-1	-1	0.3	-0.3	1.4	0.3	-0.2
NC(=S)c1ccc(C(N)=S)o1	2	6	0.8	-0.9	-1	1	-0.1	3.7	-0.6	-1.5	0.7
Oc1ccc(Br)cc1C=Nc1ccc2[nH]ncc2c1	12	10	1.0	-1.3	2	-3	0.4	0.8	0.6	2.9	-0.7
CCOC1=C2[C@@H](CN(S(=O)(=O)c3ccc(C)cc3)[C@H]2c2ccccc2Cl)[C@H]2C(=O)N(C)C(=O)[C@H]2C1	-3	-30	1.2	-1.8	6	-6	-0.8	.	.	5.3	-0.1
O=C(NCCCn1ccnc1)C(=O)NCC1OCCCN1S(=O)(=O)c1ccc(F)cc1 (stereo unspecified)	1	-3	0.3	-0.2	-3	2	0.6	1.2	-0.3	1.4	0.3
Cc1nc(C)c(-c2ccc(SCC(=O)Nc3ccc(C)c(Cl)c3)nn2)s1	-5	2	-0.1	-0.6	-2	1	-1.4	-0.1	-0.5	-2.4	-2.0
COC(=O)c1ccc(S(=O)(=O)c2ccc(C(=O)OC)s2)s1	1	-12	0.1	-0.6	2	-5	-1.1	.	.	0.4	-0.2
COc1ccc(NC(=O)c2nn(C)cc2[N+](=O)[O-])cc1	-1	6	-0.4	-0.7	-3	4	-1.1	1.4	1.1	1.0	0.5
CCN(CC)c1ccc(NC(=O)c2cc(OC)cc(OC)c2)c(C)c1	-4	12	0.3	-1.2	5	1	-1.3	3.8	-0.7	-4.9	-0.4
Cc1cc(=O)n2nc(N3CCCC3C(=O)NCCCN3CC(C)CC(C)C3)sc2n1 (stereo unspecified)	-1	10	-0.1	-0.6	-6	8	-1.0	2.3	-0.7	-1.4	0.1
CCCCN(C(=S)NC(=O)c1ccccc1)c1c(N)n(Cc2ccccc2)c(=O)[nH]c1=O	2	3	0.3	-2.1	0	-2	-0.1	0.8	-0.8	4.2	0.0
CC12CN(NC(=O)c3ccccc3F)C3(C#N)CC1CCC23C (stereo unspecified)	-1	1	0.3	-0.9	-4	2	-1.7	-0.7	-0.9	3.9	-0.2
CC1CC1c1ccc(/C=C(\C#N)C(=O)Nc2ccc(Cl)cc2Cl)o1 (stereo unspecified)	0	-3	-1.2	-1.1	0	-1	-0.4	1.3	1.2	-0.7	0.3
CCN(CC)CCCn1c2c(c(SCC(=O)Nc3ccc4c(c3)OCO4)nc1=O)CCC2	4	-6	0.4	-0.7	1	-7	2.2	-0.7	-0.9	1.5	1.1
O=C(O)c1ccc(O)c2ncccc12	3	7	0.6	-0.2	1	0	-0.7	3.1	.	-0.7	-0.2
CC1CCN(C(=O)CN(c2ccc(Cl)c(C(F)(F)F)c2)S(C)(=O)=O)CC1	2	-2	-0.6	-1.4	-2	1	0.2	-2.2	-0.3	-0.7	-0.3
N#CC(c1cccc(C(F)(F)F)c1)(c1ncc(C(F)(F)F)cc1Cl)N1CCOCC1 (stereo unspecified)	-9	1	0.5	-1.5	-1	-3	1.2	-1.4	-0.4	1.7	0.2
CC(=O)c1ccc(OCCNS(=O)(=O)c2ccc(-n3cnnn3)cc2)cc1	1	-9	0.7	-0.9	2	-1	-1.9	0.2	-0.5	0.3	-2.1
Cc1cc(NC(=O)CSc2nc3ccccc3c(=O)n2Cc2ccc(F)cc2)no1	11	9	-0.5	-1.5	-1	16	-0.5	-1.4	-0.9	-2.0	-0.1
C#CCOCCOCCOCCNc1nc(N2CCN(C(=O)[C@H](CCC(=O)O)n3cc([C@@H](N)[C@H](C)CC)nn3)CC2)nc(N2CCN(C(=O)[C@H](CCCCN)n3cc([C@@H](N)CC(N)=O)nn3)CC2)n1	5	7	0.7	-1.0	-6	4	-0.6	2.7	0.1	-2.7	0.9
CC(C)(C)CC(C)(C)NC(=S)NC1CCN(Cc2ccccc2)CC1	2	7	0.2	-1.1	-2	2	-2.8	-4.0	-2.0	0.3	-0.1
CCCCN(C)C(=O)C1CCN(Cc2cccnc2)CC1	4	2	-0.6	-1.5	-2	2	-0.1	0.2	-0.8	0.3	-0.2
CCOC(=O)C1=C(O)C(Nc2nccs2)(C(F)(F)F)N=C1C (stereo unspecified)	4	2	-0.3	-0.8	-1	8	-1.3	-1.3	-0.2	-0.6	-0.3
COC(=O)c1ccc(/C=C/C(=O)O)cc1	2	3	0.5	-0.9	1	-4	-1.9	1.1	1.0	-4.9	0.5
COc1ccc(S(=O)(=O)N2CCN(C(=O)CCC3CCCC3)CC2)cc1	-5	-12	0.2	-1.2	0	1	-1.2	-1.1	-2.0	-3.9	-1.1
CN1C(=O)NC(NS(=O)(=O)c2ccc(N)cc2)(C(F)(F)F)C1=O (stereo unspecified)	0	1	0.2	-1.9	0	4	1.2	1.5	-0.7	-0.5	-0.1
O=C(NCc1ccccc1Cl)C1=CC=CN2CCS(=O)(=O)N=C12	-1	3	10	-0.8	1	7	-0.7	2.8	1.2	-2.2	-0.9
COc1ccc(S(=O)(=O)N2CCOCC2)cc1NC(=O)COC(=O)CC1CC2CCC1C2 (stereo unspecified)	-1	-11	0.7	-0.8	-4	6	-2.1	-1.4	1.6	2.1	-0.3
CC(=O)OCCNc1cc(N2CCN(C)CC2)c2noc3c2c1C(=O)c1ccccc1-3	-21	4	-0.3	-1.7	5	-28	-1.2	-0.9	-1.1	0.5	-2.7
CCc1ccc(NC(=O)Cn2ncc3c4ccccc4n(C)c3c2=O)cc1	4	0	0.3	0.0	4	-2	3.7	4.3	0.3	-1.5	0.0
Cc1cc(C)n2c(NC3CCCCC3)c(CC(C)C)nc2n1	-7	14	0.2	-0.5	-1	-2	-0.3	.	.	-1.1	0.5
